ERAP1 inh: human ERAP1 aminopeptidase inhibitors, primary screen, biochemical, single point, plate reader | recombinant ERAP1, Leu-AMC fluorescence, 60 min | inhibition, % at 10.7 µM | actives 0.15% (n = 340,000) | AID 652197, 2013;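 active = mean replicate inhibition of at least 30%, or all replicates individually reaching that 30% level; inactive = mean below 30% and not every replicate reaching it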;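 note: 0% = neutral control wells and 100% = L-leucinethiol positive control wells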
DENV2 CPE: inhibitors of DENV2 cytopathic effect, primary screen, cell-based, plate reader, single concentration; actives 1.7% (n = 350,000); DENV2-infected cells, cytopathic effect rescue; CPE inhibition, % at 9.99 µM; AID 651640, 2012; in the data active = CPE inhibition above about 20%, passing the limit was not always enough; inconclusive = no clear call, values can overlap the other calls; tested in BHK-21 cells;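 note: 0% = median of neutral control wells and 100% = median of positive control wells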
miR122 inh: miR-122 Renilla sensor signal increase in Huh7, primary screen, miR-122 inhibitor project, cell-based, single point, plate reader; Huh7 miR-122 Renilla luciferase sensor, 48 h; neutral wells = 0, positive control = 100; activation (reporter increase), % at 12.5 µM; actives 0.3% (n = 340,000); AID 602342, 2012;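 active = mean replicate activation score at least 90 and every replicate individually at or above 90; inconclusive = only one of the two criteria met; inactive = neither criterion met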;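 note: higher luciferase means less miR-122 activity so hits act as miR-122 inhibitors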
CFTR F508del cor: F508del CFTR correction, initial screen, CFBE line, single point; CFBE cells, YFP halide quenching; stimulated with forskolin plus potentiator P3; % fluorescence drop versus neutral controls; activity (quench increase), % at 7.58 µM; actives 0.36% (n = 350,000);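 active = mean added fluorescence quench of at least 8% versus neutral control, with both replicates also reaching 8%; inconclusive = only one of the mean or replicate conditions met; inactive = mean below 8% and not both replicates reaching 8%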;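 note: cells transiently co-express mutant CFTR-F508del with the halide-sensitive YFP; corrector assay measuring rescue of mutant channel to the surface after 24 h compound exposure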
CASP6 VEID inh: human caspase-6 inhibitors, primary screen, biochemical, VEID-R110 fluorescence, single point, set 2. P55212. purified caspase-6, Z-VEID-R110 cleavage fluorescence. inhibition, % at 12.5 µM. actives 0.53% (n = 350,000). AID 686996, 2013;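 active = mean inhibition across replicates at least about 35%, with every replicate also reaching that limit, limit read from the data; inconclusive = only one of the two criteria met; inactive = neither criterion met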;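 note: 0% = median of neutral control wells and 100% = no fluorescence left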
Target sequence (P55212 24-179 limits assumed): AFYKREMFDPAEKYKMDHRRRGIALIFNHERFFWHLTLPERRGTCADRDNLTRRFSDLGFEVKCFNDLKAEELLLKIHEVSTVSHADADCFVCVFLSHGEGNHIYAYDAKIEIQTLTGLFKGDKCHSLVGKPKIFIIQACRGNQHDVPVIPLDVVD
Target sequence (P55212 194-293 limits assumed): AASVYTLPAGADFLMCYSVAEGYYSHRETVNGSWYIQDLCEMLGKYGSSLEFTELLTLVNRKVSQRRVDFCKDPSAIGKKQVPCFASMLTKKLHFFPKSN
SIRT5 block: SIRT5 desuccinylase inhibitors, primary screen, biochemical, fluorescence imaging, single point, set 5 | inhibition, % at 15 µM | AID 652115, 2013 | Purified SirT5, succinyl-peptide AMC, trypsin-coupled fluorescence | NAD-dependent protein deacylase sirtuin-5, mitochondrial (Homo sapiens), Q9NXA8 | actives 1.1% (n = 330,000); in the data active = inhibition above about 15%; inconclusive = no clear call, values can overlap the other calls
Target sequence (Q9NXA8 whole entry, looked up): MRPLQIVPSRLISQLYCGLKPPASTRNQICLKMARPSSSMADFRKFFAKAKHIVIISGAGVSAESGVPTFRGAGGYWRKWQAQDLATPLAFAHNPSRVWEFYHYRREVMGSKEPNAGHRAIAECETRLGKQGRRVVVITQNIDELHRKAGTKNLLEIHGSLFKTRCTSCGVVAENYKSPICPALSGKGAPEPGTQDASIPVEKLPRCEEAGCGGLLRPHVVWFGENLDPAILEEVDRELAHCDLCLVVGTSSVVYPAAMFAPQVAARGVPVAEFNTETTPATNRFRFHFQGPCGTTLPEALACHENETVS
ERp5 block: inhibitors of ERp5-driven insulin aggregation, primary screen, biochemical, turbidity, absorbance 650 nm, single point. Protein disulfide-isomerase A6 (Homo sapiens), Q15084. 90 min. inhibition, % at 9.99 µM. actives 0.05% (n = 350,000). AID 651711, 2012;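 active = mean replicate inhibition above about 25%, with every replicate also reaching it, limit read from the data, passing the limit was not always enough; inconclusive = only one of those two criteria met; inactive = neither criterion met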
Target sequence (Q15084 whole entry, looked up): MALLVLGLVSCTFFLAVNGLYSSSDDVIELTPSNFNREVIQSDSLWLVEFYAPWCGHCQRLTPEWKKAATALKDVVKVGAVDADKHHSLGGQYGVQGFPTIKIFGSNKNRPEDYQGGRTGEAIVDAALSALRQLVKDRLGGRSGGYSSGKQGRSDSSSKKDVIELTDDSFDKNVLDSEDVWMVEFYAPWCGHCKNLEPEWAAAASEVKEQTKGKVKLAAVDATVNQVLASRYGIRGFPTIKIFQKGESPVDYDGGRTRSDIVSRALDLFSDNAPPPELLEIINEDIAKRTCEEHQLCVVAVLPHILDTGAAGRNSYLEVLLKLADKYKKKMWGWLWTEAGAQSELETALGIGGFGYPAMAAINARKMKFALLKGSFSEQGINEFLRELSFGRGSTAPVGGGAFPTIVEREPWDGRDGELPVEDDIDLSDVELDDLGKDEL
An asterisk follows results filed as active; ? = inconclusive; · = not tested or not shown; & = joins results of further samples; ! = repeats disagree; [ ] = remark or other dose.

SMILES	ERAP1 inh	DENV2 CPE	miR122 inh	CFTR F508del cor	CASP6 VEID inh	SIRT5 block	ERp5 block
Cc1ccc(-c2ccc(CN3C(C(C)C)C(=O)N(Cc4cn(CCC5OCCCO5)nn4)CCS3(=O)=O)cc2)cc1 (stereo not drawn)	-5	102*	0	-2.0	1	0	2
CCCNC(=O)[C@@H]1[C@@H](CO)[C@@H]2Cn3c(cccc3=O)[C@H]1N2CCC(F)(F)F	3	9	·	·	-2	6	-5
COc1ccc(C(=O)COC(=O)c2cc(=O)c3ccccc3o2)cc1	-3	-2	0	2.5	-2	5	4
CC1Cc2ccccc2N1C(=O)CN1CCC(C(N)=O)CC1 (stereo not drawn)	1	4	·	0.8	-2	3	5
Cc1ccc(S(=O)(=O)Nc2ccc(C(=O)N3CCCC3)cc2)cc1	2	-6	·	-0.6	-4	4	-3
COc1ccc(-c2[nH]ncc2N=Nc2ccccc2)cc1	4	-1	·	-0.4	-5	-2	0
CC(C)Cn1c(=O)c2sccc2n2c(CCCC(=O)N3CCC(N4CCCCC4)CC3)nnc12	-1	3	-3	-2.5	0	-8	·
CCCCn1c(N)c(N(CCOC)C(=O)c2oc3ccc(OC)cc3c2C)c(=O)[nH]c1=O	4	-1	0	-2.4	1	-2	5
CCN(CC)c1ccc(C(=O)N/N=C(\C)c2cccc(OC)c2)cc1	1	5	·	·	-2	-5	-1
CCOC(=O)c1cn(Cc2ccccc2)c2cc(C)nn2c1=O	1	-1	·	-0.7	1	-9	-2
CC(=O)NNC(=O)CSc1nnc(-c2ccccc2)c(-c2ccccc2)n1	1	2	-2	4.0	6	2	4
O=[N+]([O-])c1ccc(Cl)c(S(=O)(=O)/N=C(/Nc2cccnc2)c2ccccc2)c1	-2	?	6	-0.6	5	·	-8
Oc1c(I)cc(Cl)c2cccnc12	-1	5	36	-18	5	0	-8
Cc1oc(/N=C/c2cccc([N+](=O)[O-])c2)c(C#N)c1C	-4	5	-6	-1.7	7	-10	2
CC(C)CC#Cc1ccc2c(c1)O[C@H](CN(C)C(=O)Nc1ccccc1)[C@H](C)CN([C@@H](C)CO)S2(=O)=O	-1	-15	-2[16.7 µM]	1.4	-1	0	-2
Cc1c(NS(=O)(=O)c2ccc(Cl)c(C(=O)OCC(=O)NCc3ccco3)c2)c(=O)n(-c2ccccc2)n1C	16	?	3	-1.1	-3	2	6
CC(C)(C)c1ccc(-n2nc(C(N)=O)c(O)cc2=O)cc1	14	·	-2	-3.7	10	·	2
CC(OC(=O)C1CSC2(C)CCC(=O)N12)C(=O)Nc1cccc(C#N)c1 (stereo not drawn)	0	-4	·	-0.8	-4	0	0
Cc1cc(NS(=O)(=O)c2ccc(NC(=O)CCCOc3cccc(C)c3C)cc2)no1	-2	?	·	-2.6	2	-1	11
CO[C@@H]1CN(C)C(=O)c2ccc(NC(=O)Nc3ccccc3F)cc2OC[C@@H](C)N(C)C[C@@H]1C	-1	1	2[16.7 µM]	2.4	1	6	10
Cc1ccc(NC(=S)N(CCN(C)C)Cc2cc3cccc(C)c3[nH]c2=O)cc1	4	?	-5	·	0	-4	11
COc1cc(/C=C2\NC(=S)N(C)C2=O)ccc1OCc1cccc(F)c1	-1	-2	3	-3.9	0	-5	1
COc1ccccc1N1CCN(C(=O)COc2ccc(S(=O)(=O)NC(C)C)cc2)CC1	0	12	0	2.2	-4	-4	-1
Cc1ccc(CN2CCCN(Cc3cc(C)ccc3C)S2(=O)=O)cc1	-1	11	-2	-0.8	-4	1	2
C[C@@H]1CN([C@H](C)CO)C(=O)c2cc(NC(=O)Nc3ccc(C(F)(F)F)cc3)ccc2O[C@@H](C)CCCCO[C@H]1CN(C)S(=O)(=O)c1ccc(Cl)cc1	·	15	-14[16.7 µM]	1.2	·	·	·

Overlap with the part before: four compounds, then new ones.
SMILES	ERAP1 inh	DENV2 CPE	miR122 inh	CFTR F508del cor	CASP6 VEID inh	SIRT5 block	ERp5 block
COc1cc(/C=C2\NC(=S)N(C)C2=O)ccc1OCc1cccc(F)c1	-1	-2	3	-3.9	0	-5	1
COc1ccccc1N1CCN(C(=O)COc2ccc(S(=O)(=O)NC(C)C)cc2)CC1	0	12	0	2.2	-4	-4	-1
Cc1ccc(CN2CCCN(Cc3cc(C)ccc3C)S2(=O)=O)cc1	-1	11	-2	-0.8	-4	1	2
C[C@@H]1CN([C@H](C)CO)C(=O)c2cc(NC(=O)Nc3ccc(C(F)(F)F)cc3)ccc2O[C@@H](C)CCCCO[C@H]1CN(C)S(=O)(=O)c1ccc(Cl)cc1	·	15	-14[16.7 µM]	1.2	·	·	·
O=C(C[C@H]1CC[C@H]2[C@@H](COC[C@H](O)CN2C(=O)c2cnccn2)O1)NCc1ccc(Cl)cc1	1	-5	-1[16.7 µM]	0.5	0	-3	-3
O=C(NC1CC(=O)N(c2ccc3c(c2)OCCO3)C1)N1CCC(O)CC1 (stereo not drawn)	0	-1	-6	-0.6	4	-2	5
COc1ccccc1-c1c(C)nn2c(NCCN3CCCC3)cc(C)nc12	2	2	7	1.8	-2	-2	-4
COc1cccc(C(=O)Nc2nc(-c3ccncc3)cs2)c1	3	7	·	-1.8	-1	2	-7
CCCn1c(SCc2nc(N)nc(N3CCCCC3)n2)nc2c1c(=O)n(C)c(=O)n2C	8	3	·	0.6	2	-1	-4
CC(=O)N1N=C(N)SC1(C)C	8	1	-2	2.3	-4	-3	1
CCC(=O)N1C[C@@H](C)[C@H](OC)CN(C)C(=O)c2ccc(NS(C)(=O)=O)cc2OC[C@H]1C	-2	-5	1[16.7 µM]	·	0	-2	-5
N#Cc1cc(C(=O)Cc2ccccc2)c[nH]1	-3	-5	-1	2.1	-5	-7	1
O=C(Nc1nnc(-c2ccco2)s1)C1CCN(S(=O)(=O)c2ccc(Cl)cc2)CC1	-1	-2	-1	0.2	1	-4	4
Cc1ccc(OCC(=O)OCCN2C(=O)c3ccccc3C2=O)cc1C	-2	·	·	2.5	1	-2	-6
O=C(c1cnc2n(c1=O)CCS2)N1CCc2ccccc21	-2	6	-4	3.4	-1	0	-1
CCS(=O)(=O)c1ccc2oc(SCC(=O)Nc3ccc(OC)cc3)nc2c1	-1	0	·	0.9	-4	-4	-5
O=C(Nc1ccc(Cc2ccncc2)cc1)c1ccc(S(=O)(=O)N2CCCC2)cc1	-1	1	-3	-1.3	2	1	-3
O=C(Nc1ncc2c(n1)-c1ccccc1CC2)c1cccs1	1	-7	17	4.6	1	0	-5
O=C(C1CCCC1)N1C[C@@H]2N[C@H](C1)C2c1ccc(-c2cccc(F)c2)cc1 (stereo partly drawn)	0	47*!	·	1.3&4.3	-2	-2&-1	4&1
COc1cc(C(=O)NCCCC2CCCC2)ccc1OC1CCN(C(C)=O)CC1	3	-1	-9	1.0	2	0	1
COc1ccc(OCC(=O)N/N=C2/C=C(C)CC2)cc1	3	6	·	-3.3	0	0	5
Cc1cccc(-n2ccnc2CN2CCN(C3CCCC3)C(CCO)C2)c1 (stereo not drawn)	-1	-1	11	0.4	6	-3	9
CN(C)CC#Cc1ccc([C@H]2[C@@H](CO)N3CCCCN(C(=O)NC4CCCC4)C[C@H]23)cc1	0	3	12[16.7 µM]	2.9	-1	4	8
C[C@H](CO)N1C[C@H](C)[C@H](CN(C)Cc2ccc(Oc3ccccc3)cc2)Oc2ccc(NC(=O)CCC(F)(F)F)cc2C1=O	-1	?	-4[16.7 µM]	-0.9	2	15*	11
O=C(C(=O)N1CCN(c2ccccc2Cl)CC1)c1c[nH]c2ccccc12	-1	0	·	1.7	4	2	-2
Cc1nc2c3ccccc3nc(NNC(=O)CCC(=O)NCCN3CCN(c4ccccc4)CC3)n2n1	2	3	·	-4.7	-2	-4	0
O=C1OCCN1C(=O)[C@H]1[C@H](c2ccc(Cl)cc2)C(c2ccc(F)cc2)=NN1c1ccc(Br)cc1	·	-1	0	0.9	0	-3	2
CN(C)NC1=CC(=[N+]2CCCC2)CC(C)(C)C1	-2	4	·	2.5	-21	2	-13
CC(=O)Nc1ccc(S(=O)(=O)Nc2ccc(C)c([N+](=O)[O-])c2)cc1	1	7	·	3.7	-3	1	-4
Next section:
SMILES	ERAP1 inh	DENV2 CPE	miR122 inh	CFTR F508del cor	CASP6 VEID inh	SIRT5 block	ERp5 block
C[C@H](CO)N1C[C@H](C)[C@@H](CN(C)C(=O)Nc2cccc3ccccc23)OCCCC[C@H](C)Oc2ccc(NC(=O)Nc3ccc(F)cc3)cc2C1=O	1	1	-1[16.7 µM]	-2.0	-2	2	-1
CCN(CC)S(=O)(=O)c1cccc(NC(=O)CN(C)C2CCCCC2)c1	-5	·	·	-0.9	-3	2	0
CO[C@H]1CN(C)C(=O)c2cc(NC(=O)Nc3ccccc3Cl)ccc2OC[C@H](C)NC[C@@H]1C	2	-3	22[16.7 µM]	-0.5	1	1	-9
O=C(Nc1nccs1)c1ccc(N2CCOCC2)c([N+](=O)[O-])c1	5	4	0	-1.5	2	3	-13
COc1ccc(S(=O)(=O)Nc2ccc3c(c2)C(=O)N([C@@H](C)CO)C[C@@H](C)[C@@H](CN(C)Cc2ccc(C(=O)Nc4ccccc4N)cc2)O3)cc1	1	1	18[16.7 µM]	0.2	-5	3	-4
O=C1NC(=O)C2(CCCc3ccc(N(CCO)CCO)cc32)N1 (stereo not drawn)	-3	12	·	4.9	4	·	5
C/C=C/c1ccc([C@@H]2[C@@H](CO)N3C(=O)CN(C(=O)Nc4cccc(OC)c4)C[C@@H]23)cc1	2	-3	·	2.8	1	-2	5
COc1cc(CNS(=O)(=O)CCl)cc(OC)c1OC	0	-4	0	-1.1	7	·	6
O=C(C[C@@H]1CC[C@H]2[C@@H](COC[C@H](O)CN2Cc2cccc(F)c2)O1)NCc1ccncc1	-2	0	6[16.7 µM]	-5.3	0	-2	-4
COc1ccc(OC)c(/C=N/NC2=NS(=O)(=O)c3ccccc32)c1	4	-7	2	1.6	2	3	5
CN(C(=O)CO/N=C/c1ccc(OC(F)F)cc1)C1CCS(=O)(=O)C1 (stereo not drawn)	-2	-4	1	0.9	2	1	0
Cc1ccc(C(=O)COC(=O)CN2C(=O)C3CC=CCC3C2=O)cc1[N+](=O)[O-] (stereo not drawn)	0	-2	3	-1.6	1	0	4
O=C(O)c1c[nH]c2c([N+](=O)[O-])cccc2c1=O	0	-5	-3	-1.1	36*	4	-3
COC(=O)C[C@H]1CC[C@@H](NC(=O)c2ccncc2)[C@@H](CO)O1	-4	9	·	0.3	2	·	-4
COC(=O)C1=C(C)N(Cc2ccccc2C(F)(F)F)C(=NCC2CC2)NC1CCc1ccccc1 (stereo not drawn)	5	?	·	-1.0	0	-1	2
C#CCn1cc2c(c1-c1ccccc1)c(=O)n(C)c(=O)n2C	·	0	-2	1.5	-1	0	-2
COc1cccc(CNS(=O)(=O)c2c(C(=O)N3CCCCCC3)c(C)n(C)c2C)c1	-5	-4	0	0.5	-1	-2	1
CN(CC(=O)Nc1ccc(F)cc1)c1ccc(S(=O)(=O)N2CCCC2)cn1	-1	-10	-5	3.8	0	-2	5
Nc1sccc1C(=O)c1ccc(Cl)cc1	7	0	0	-0.7	0	1	7
CCOC(=O)c1[nH]c(C)c(C(=O)OCC(=O)NCc2ccc(OC)cc2)c1C	4	-4	5	0.1	-3	-6	·
Cc1cc(C(=O)NCCc2ccc(Cl)cc2)n(-c2ccccc2)n1	0	10	-8	0.4	-3	-5	6
Cn1nc(C(C)(C)C)c([N+](=O)[O-])c1C(N)=O	5	-9	0	0.0	1	-11	3
CCNC(=O)C[C@@H]1CC[C@H]2[C@H](COc3ccc(NC(=O)c4ccccc4)cc3C(=O)N2C)O1	0	14	-42[16.7 µM]	0.1	0	-3	-5
O=C(CCC(=O)N1CCN(Cc2ccc(F)cc2)CC1)Nc1nnc(C2CCCCC2)s1	-1	3	-2	-0.2	5	0	1

Assay outcomes as filed in PubChem BioAssay.
